Scp1 inh = inhibitors of human Scp-1 phosphatase. Q9GZU7. Recombinant Scp1, phosphopeptide, malachite green phosphate absorbance. inhibition, % at 20 µM. 340,000 compounds, 0.88% hits;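 active means inhibition above about 50% at 20 µM, limit read from the data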;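 further: plate controls were DMSO wells with enzyme for no effect and wells lacking enzyme for full effect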
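Assay system: SCP-1 catalytic fragment, aa 76-261 | Buffer or medium: Tris acetate buffer pH 5.5 with MgCl2 and Tween-20 | Compound: One concentration, 20 µM, with 1.0% DMSO | Also added: Phospho 17-mer peptide substrate | Signal: Absorbance at 630 nm | Incubation: 45 min enzyme reaction at room temperature | Measure: % inhibition of SCP-1 phosphate liberation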
STEP block = inhibitors of human striatal-enriched phosphatase STEP; P54829; recombinant STEP, OMFP fluorogenic substrate, fluorescence; inhibition, % at 20 µM; 360,000 compounds, 0.25% hits; AID 588621;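 active means inhibition at 20 µM, scaled per plate between control wells, above about 37%, limit read from the data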;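 further: 0% = DMSO with enzyme and substrate and 100% = substrate only without enzyme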
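Measure: Control-normalized % inhibition with plate pattern correction | Test system: STEP phosphatase, cell-free reaction | Medium: pH 6.0 Bis-Tris with DTT and Tween 20 | Technique: Fluorescence, 480/540 nm | Times: Reaction 20 min, ambient temperature | Doses: Single compound dose of 20 µM, 1% DMSO final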
SUMO1 PPI mod = modulators of human SUMO1-mediated protein-protein interactions | AID 602429 | inhibition, % at 20 µM | SUMO1 binding to a labelled peptide, TR-FRET, 1 h | 360,000 compounds, 0.33% hits; in the data active means inhibition above about 37%
NadD inh = inhibitors of Staphylococcus aureus NadD; purified NadD enzyme, colorimetric absorbance read-out; inhibition, % at 20 µM; 360,000 compounds, 0.78% hits; in the data active means inhibition above about 26%; further: some compounds past the cut are filed as inactive
DNMT1 inh = inhibitors of human DNMT1; P26358; DNMT1 molecular beacon, Hinp1I cleavage, fluorescence; inhibition (reported as % activation of signal), % at 10 µM; 360,000 compounds, 0.83% hits; in the data active means inhibition above about 50%
MT1-MMP act inh = inhibitors of human MT1-MMP activation; P50281; GFP/RFP ratio change, % at 20 µM; 360,000 compounds, 0.061% hits; HT1080 RFP-PRO-GFP cells, GFP/RFP ratio fluorescence, overnight; percent of plate control window, DMSO zero;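 active means GFP/RFP ratio change of at least 30% with cell ATP level not reduced by more than half and red fluorescence within 50% of control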; further: strong numbers were not always called active
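Assay system – RFP-PRO-GFP reporter HT1080 cells · Compound dosing – single dose of 20 µM compound, 1% DMSO final · Incubation – overnight compound exposure at 37 °C · Measure – GFP/RFP fluorescence ratio · Benchmarks – DMSO wells and RFP-L50D-GFP cells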
LMPTP inh = LMPTP (human) inhibition; recombinant LMPTP-A, OMFP fluorogenic substrate, fluorescence intensity; 360,000 compounds, 0.22% hits; inhibition, % at 20 µM;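 active means compounds that cut the enzyme signal by at least half of the control window in the single-dose screen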;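 further: plate controls were DMSO wells with enzyme plus substrate for no effect and substrate without enzyme for full effect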
Target sequence (P24666 whole entry, looked up): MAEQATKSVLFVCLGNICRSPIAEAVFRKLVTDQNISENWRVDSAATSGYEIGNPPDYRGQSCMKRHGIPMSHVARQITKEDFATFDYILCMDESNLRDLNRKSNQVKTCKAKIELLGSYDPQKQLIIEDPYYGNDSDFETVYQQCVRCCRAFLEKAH
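Test system: LMPTP-A, protein tyrosine phosphatase of low molecular weight; Input: 0.625 nM enzyme; Incubation: 50 min dark incubation at room temperature; Signal: endpoint fluorescence intensity from OMFP dephosphorylation; Read-out basis: % inhibition versus control wells.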
SKN-1 inh = blocks SKN-1 activity in C. elegans | C. elegans VP596 Pgst-4::GFP/RFP ratio, acrylamide-induced, 24 h | inhibition, % at 21.8 µM | 360,000 compounds, 0.49% hits;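 active means interference check ratio from 0.5 to 1.5 plus GFP to RFP signal ratio inhibition reaching or exceeding a fixed threshold, cut at about 30% in these data, passing the limit was not always enough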; further: some compounds called inactive have numbers as strong as hits
Rpn11 block = blocks the human proteasome subunit Rpn11; O00487; human 26S proteasome, Ub4-pepOG fluorescence polarization; 20S core pre-blocked with epoxomicin; calls only at 20 µM; 360,000 compounds, 0.59% hits; AID 588493;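 active means inhibition at 20 µM, scaled to each plate's controls, above about 33%, limit read from the data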
CendR NRP1 mod = modulators of CendR peptide binding to human neuropilin-1 | 360,000 compounds, 0.85% hits | O14786 | FAM-RPARPAR peptide binding to NRP-1, fluorescence polarization | inhibition, % at 25 µM;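 active means inhibition or corrected inhibition above about 18%, plus a signal ratio from 0.5 to 1.5, limit read from the data, passing the limit was not always enough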; further: strong numbers were not always called active
Target sequence (O14786 whole entry, looked up): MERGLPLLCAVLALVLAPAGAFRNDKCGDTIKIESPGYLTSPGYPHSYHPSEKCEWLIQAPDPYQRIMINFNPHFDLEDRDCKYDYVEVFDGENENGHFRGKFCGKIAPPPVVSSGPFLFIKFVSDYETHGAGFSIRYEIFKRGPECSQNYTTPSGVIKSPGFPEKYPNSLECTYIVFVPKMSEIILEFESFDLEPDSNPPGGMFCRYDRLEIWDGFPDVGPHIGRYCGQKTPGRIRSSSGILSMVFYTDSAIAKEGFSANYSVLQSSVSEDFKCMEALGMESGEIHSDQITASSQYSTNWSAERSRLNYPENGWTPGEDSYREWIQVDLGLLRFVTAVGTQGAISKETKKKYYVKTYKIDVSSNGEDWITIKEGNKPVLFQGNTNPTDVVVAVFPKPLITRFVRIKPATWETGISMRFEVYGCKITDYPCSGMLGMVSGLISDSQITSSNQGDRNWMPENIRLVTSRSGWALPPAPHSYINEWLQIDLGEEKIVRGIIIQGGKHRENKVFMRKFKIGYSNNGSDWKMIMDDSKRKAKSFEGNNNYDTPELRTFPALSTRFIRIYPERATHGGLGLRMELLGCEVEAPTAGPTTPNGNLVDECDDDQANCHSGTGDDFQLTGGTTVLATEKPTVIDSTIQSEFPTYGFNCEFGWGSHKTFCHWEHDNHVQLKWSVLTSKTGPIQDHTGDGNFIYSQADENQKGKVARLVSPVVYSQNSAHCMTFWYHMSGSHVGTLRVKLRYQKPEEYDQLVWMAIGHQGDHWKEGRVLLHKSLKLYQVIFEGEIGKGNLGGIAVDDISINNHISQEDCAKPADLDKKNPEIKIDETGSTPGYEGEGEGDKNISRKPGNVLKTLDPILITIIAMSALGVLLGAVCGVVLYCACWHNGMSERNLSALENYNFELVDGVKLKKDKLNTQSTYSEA
Numbers without * were called inactive; i = inactive; · = not tested or not shown.

SMILES	Scp1 inh	STEP block	SUMO1 PPI mod	NadD inh	DNMT1 inh	MT1-MMP act inh	LMPTP inh	SKN-1 inh	Rpn11 block	CendR NRP1 mod
Cn1c(=O)[nH]c(=O)c2c1nc(N1CCCCC1)n2CC(O)COc1ccccc1 (stereo not given)	3	-1	0	-4	3	-2	-0.6	-5	i	7
COc1ccc(NC(=O)CCC(=O)N(Cc2ccc(OC)c(OC)c2)c2nccs2)cc1	0	0	-1	-4	0	4	-1.1	-3	i	-5
COc1ccc(N(Cc2nnc3n2CCCCC3)C(=O)Nc2ccccc2)cc1	7	-7	-1	2	-1	1	-0.8	1	i	5
Cc1ccc(CNS(=O)(=O)c2c(C(=O)N3CCCCCC3)c(C)n(C)c2C)cc1	1	-2	4	-4	2	-1	-0.7	-8	i	0
COc1ccc(NC(=S)NCCc2ccc(Cl)cc2)c(OC)c1	-5	0	0	0	2	3	-0.3	-8	i	5
CCNC(=S)NS(=O)(=O)c1ccc(Cl)cc1	7	-3	-2	-7	-1	-2	-2.1	-27	i	-5
O=C(COC(=O)c1ccco1)c1ccc(S(=O)(=O)N2CCCCC2)cc1	-7	1	5	2	-5	-2	1.9	-5	i	-16
COC(=O)c1ccc2nc(-c3ccccc3)c(Cc3ccc(OC)cc3C)n2c1	·	·	0	11	·	-4	2.2	9	·	-34
COCCCNC(=O)c1ccc(Cn2c(=O)c3ccccc3n(Cc3cc(C)ccc3C)c2=O)cc1	-1	3	2	-8	19	-5	1.3	24	i	4
CCN(CC)C(=O)CSc1nnc(-c2ccccn2)n1-c1ccccc1OC	-7	2	-1	3	-3	-5	0.3	9	i	-2
O=C1NC2(CCCCCC2)Oc2ccccc21	-1	0	4	0	3	-1	-0.7	13	i	-7
O=C(Nc1ccnn1C1CCN(C2CCC2)CC1)c1ccccc1	-8	-1	-1	-1	2	-4	-1.0	22	i	12
COC(=O)CCC(=O)N1CCCC(N2CCN(c3cccc(C(F)(F)F)c3)CC2)C1 (stereo not given)	-6	-1	-1	-5	1	0	-1.7	-3	i	8
Cc1nn(Cc2ccccc2)c(C)c1NC(=O)CSc1nc2c(c(C(F)(F)F)n1)CCc1ccccc1-2	-2	4	7	0	5	-1	-0.1	-1	i	1
CSCc1c(C(=O)Nc2ccc(N3CCOCC3)cc2)oc2ccccc12	0	11	-2	1	-13	4	1.3	-6	i	0
C#CCOc1ccc(C2C3=C(CC(C)(C)CC3=O)N(CC(=O)O)C3=C2C(=O)CC(C)(C)C3)cc1	-2	0	-8	-3	-2	-5	-0.2	8	i	2
C=CCNc1nc(Cl)nc(Nc2ccc(OCC)cc2)n1	-6	0	3	-4	-1	3	0.0	3	i	3
CCOc1ccc(OCCC(=O)OCC(=O)c2c(N)n(CC(C)C)c(=O)n(C)c2=O)cc1	·	-1	-1	0	0	0	-0.4	4	i	-2
CCOC(=O)CSc1nc(-c2ccccc2)nc2ccc(C)cc12	-1	2	4	1	1	1	2.0	-1	i	0
Cc1cccc(C(=O)Nc2ccnc(-c3ccncc3)n2)c1	-8	-1	6	-6	2	0	0.4	-19	i	5
COC(=O)N1CCN(CCc2ccccc2)CC1	-6	3	1	-4	-3	3	-1.7	9	i	12
COc1ccc([C@@H]2[C@@H]3C(=O)N(C(C)(C)C)C(=O)[C@@H]3[C@]3(Cc4ccccc4)C(=O)N(c4cccc(F)c4)C(=O)N23)cc1	-11	2	2	-3	-4	-5	1.1	-9	i	-1
Cc1ccc(CCNC(=O)C2CCN(S(=O)(=O)N3CCCCC3)CC2)cc1	-4	-3	7	-9	3	-4	-0.7	-9	i	8
COc1ccc(NC(=O)Nc2ccc3c(c2)CC(=O)N([C@H](C)CO)C[C@@H](C)[C@H](CN(C)C(=O)Nc2ccccc2)O3)cc1	6	1	-2	9	5	-1	-0.7	-4	i	2
Cc1ccc(S(=O)(=O)N(C)C)cc1NC(=O)CCc1c[nH]c2ccccc12	-8	0	-1	-3	-5	2	-1.1	14	i	-15
SMILES	Scp1 inh	STEP block	SUMO1 PPI mod	NadD inh	DNMT1 inh	MT1-MMP act inh	LMPTP inh	SKN-1 inh	Rpn11 block	CendR NRP1 mod
CCOC(=O)c1c(NC(=O)c2ccc(Cl)s2)sc(C)c1C	-3	2	4	2	-1	0	-0.6	-9	i	-2
CCC(NC(=O)C1CCCC1)c1ccc(C)cc1 (stereo not given)	0	1	-4	-5	-2	1	-2.2	1	i	7
CCCCn1c(N)c(N(CCOC)C(=O)c2cccc(S(=O)(=O)N3CCCCC3)c2)c(=O)[nH]c1=O	4	1	1	1	0	-9	-0.5	11	i	-18
O=C(Nc1nnc2n1CCS2)c1ccc(Br)o1	3	-3	1	-2	6	2	-1.7	13	i	4
Cc1cccc(Oc2ccc(NC(=O)c3ccccc3C(=O)O)cc2)c1	-5	0	0	-2	4	4	-0.6	-7	i	4
Cc1ccc(C)c(NC(=O)c2ccccc2O)c1	-14	-2	2	-2	1	1	-0.3	-12	i	3
C=CCOC(=O)N1CCC2CC1c1cc(-c3ccc(OC)cc3)ccc12 (stereo not given)	-4	3	4	12	5	-3	3.0	8	i	9
COc1cc(C=O)ccc1OCCOCCOc1ccc(Cl)cc1	-15	-2	-3	-5	-5	1	-1.6	20	i	5
COc1ccccc1NC(=O)C(C)OC(=O)c1nc2nc(C)cc(C)n2n1 (stereo not given)	-10	-1	-1	-1	3	-1	-0.8	20	i	-14
Cc1cc(C)n(-c2ccc(C(=O)NCC(=O)Nc3cc(Cl)ccc3Cl)cc2)n1	-9	0	7	-2	4	4	-0.2	8	i	8
COc1ccc(C(=O)C[C@@H]2OC[C@H](C(C)C)N2S(=O)(=O)c2ccc(C)cc2)cc1OC	·	·	3	·	·	-2	-0.5	9	·	-3
COc1cccc(-c2cnc(C(O)c3ccc(Cl)cc3)[nH]2)c1 (stereo not given)	·	6	0	-3	1	2	0.8	10	i	9
N#Cc1c(SCC(=O)Nc2ccccc2)nsc1SCC(=O)Nc1ccccc1	8	0	3	0	16	-3	-0.4	2	i	-3
CC(C)n1nnnc1C1c2ccccc2C(=O)N1Cc1cccnc1 (stereo not given)	·	·	-7	-1	·	1	0.6	22	·	10
Cc1cccc(OCCCC(=O)Nc2ccc(N3CCCCC3)cc2)c1C	-3	-1	1	4	8	19	-2.0	3	i	-2
O=C(Nc1nccs1)c1ccc(Br)s1	-3	1	10	3	2	-3	-0.9	3	i	3
COc1ccc(C2C(C(C)=O)=C(C)N=c3s/c(=C\c4cc(C)n(C)c4C)c(=O)n32)c(OC)c1 (stereo not given)	3	-30	-50	15	-12	-146	8.2	39*	·	125
CN(CCc1ccccc1)C(=O)c1ccc(NC(=O)Cc2cccc([N+](=O)[O-])c2)cc1	-11	-2	-27	-5	-1	6	-0.9	-3	i	-39
O=C(O)c1cc2c(ccc3ccccc32)[nH]1	-8	-1	-4	-7	-1	-2	-1.1	4	i	1
COc1cccc2cc(C(=O)N3CC(C)OC(C)C3)c(=O)oc12 (stereo not given)	-5	-2	-6	-1	1	0	-0.7	-7	i	5
COc1ccc(-c2cc(C3CCNCC3)[nH]n2)cc1	-7	2	-5	-1	-1	2	-0.9	7	i	1
CSc1ncccc1C(=O)N(C)CC(=O)Nc1ccc(Cl)c(C(F)(F)F)c1	-5	-4	-29	7	-2	1	-10	-4	i	20
COC(=O)c1ccc(CSCC(=O)Nc2cc(OC)cc(OC)c2)o1	-5	-1	3	-3	-2	-1	-0.9	17	i	6
CC1CCN(S(=O)(=O)c2ccc(C(=O)N3CCOCC3)cc2)CC1	-7	0	3	-2	-1	1	-1.3	39*	i	12
CN1CCN(S(=O)(=O)c2cccc(C(=O)NCCOc3ccccc3F)c2)CC1	-8	0	-38	-5	-5	-1	-7.7	-2	i	3
SMILES	Scp1 inh	STEP block	SUMO1 PPI mod	NadD inh	DNMT1 inh	MT1-MMP act inh	LMPTP inh	SKN-1 inh	Rpn11 block	CendR NRP1 mod
COc1ccccc1CNC(=O)CCc1nc2ccccc2c(=O)[nH]1	-3	-5	0	5	1	-3	-0.1	-1	i	-3
C=CCC(=O)N1CCCC(CNC(=O)c2ccc(-c3ccccc3)cc2)C1 (stereo not given)	-10	2	4	-6	-2	-1	0.5	6	i	-12
O=C(NCCOc1ccccc1Cl)C(=O)Nc1ccccc1	-1	0	0	3	0	3	0.4	5	i	7
Cc1ccc(S(=O)(=O)C2(C(=O)N3CCN(c4cc(C)ccc4C)CC3)CC2)cc1	-10	-1	5	-2	0	-41	1.4	-13	i	3
Fc1ccc(/C=N/NC(=S)Nc2cccnc2)cc1	4	0	-5	5	0	-2	0.7	8	i	14
Cc1cc(C)nc(OC(C(=O)O)C(OCCC(C)C)(c2ccccc2)c2ccccc2)n1 (stereo not given)	2	-1	4	6	0	-4	0.5	9	i	2
CC(C)[C@@H]1Cc2[nH][nH]c(=O)c2[C@H](C)O1	·	·	6	2	·	4	-1.9	5	·	-13
O=C(O)c1cc(-c2ccc(Cl)s2)nc2ccccc12	0	-1	-9	-3	0	3	-1.9	7	i	-1
COc1ccc([C@H]2CC(=O)C=C(c3ccc(C(F)(F)F)c(C(F)(F)F)c3)C2)cc1OC	-1	2	-15	3	0	6	1.0	3	i	1
COc1ccc(C(CNC(=O)c2ccc(Cl)c(S(=O)(=O)N3CCCC3)c2)N2CCCC2)cc1 (stereo not given)	-4	-1	0	-7	-8	10	0.8	-10	i	-4
CCCn1c(NC(=O)CN2C(=O)NC3(CCCC3)C2=O)nc2ccccc21	0	-3	-2	3	-1	7	-0.6	-8	i	-4
CC(Sc1nnnn1-c1cccc(F)c1)C(=O)NC1CCCC1 (stereo not given)	-5	-4	2	0	-1	0	-0.3	5	i	2
CCOC(=O)C1CCN(Cc2ccc(F)c(F)c2)CC1	-7	-1	-3	-1	0	5	-0.9	8	i	5

Sorted by number of heavy atoms (low to high): 5 of the compounds above.
SMILES	Scp1 inh	STEP block	SUMO1 PPI mod	NadD inh	DNMT1 inh	MT1-MMP act inh	LMPTP inh	SKN-1 inh	Rpn11 block	CendR NRP1 mod
CC(C)[C@@H]1Cc2[nH][nH]c(=O)c2[C@H](C)O1	·	·	6	2	·	4	-1.9	5	·	-13
CC(Sc1nnnn1-c1cccc(F)c1)C(=O)NC1CCCC1 (stereo not given)	-5	-4	2	0	-1	0	-0.3	5	i	2
COc1ccccc1CNC(=O)CCc1nc2ccccc2c(=O)[nH]1	-3	-5	0	5	1	-3	-0.1	-1	i	-3
CCCn1c(NC(=O)CN2C(=O)NC3(CCCC3)C2=O)nc2ccccc21	0	-3	-2	3	-1	7	-0.6	-8	i	-4
Cc1ccc(S(=O)(=O)C2(C(=O)N3CCN(c4cc(C)ccc4C)CC3)CC2)cc1	-10	-1	5	-2	0	-41	1.4	-13	i	3

Screens as filed in PubChem BioAssay.

Rows are unselected; about 3.9% have a hit in one of these screens.
